Pf Dd2 inh: inhibitors of Plasmodium falciparum Dd2 growth. P. falciparum Dd2 growth, SYBR Green, 72 h. Potency, µM (highest dose often 28.9 µM), without a hit: at the highest dose activity, negative = inhibition, actives largely listed as inhibitors. actives 4.3% (n = 120,000). AID 1347417; active = well fitted inhibition curve with a large enough effect; inconclusive = small, poorly fitted or top-dose-only effect; inactive = no such curve, though single readings can be large or run the other way;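 also: plate controls were DMSO vehicle for no effect and reference drug for full effect; nearly all actives have a fitted effect of over 65% in size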
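Readout: SYBR Green fluorescence, 485 nm excitation, 535 nm emission, after ~16 h lysis at 37C. Before that, Dd2-infected red cells (2.5% hematocrit) grew 72 h with compound, 29 uM top final concentration.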
* marks the source's active call; other numbers are inactive results; i = inactive; ? = inconclusive; [ ] = dose if it differs, or a comment. Potency is read from the fitted curve at half-maximal effect.

SMILES	Pf Dd2 inh
COc1ccc(N2CCN(Cc3nc(-c4ccc(C)cc4)no3)CC2)cc1	i
O=C(C1CCCC1)N1CC2(CCN(Cc3ccc(Cl)cc3)C2)Cc2ccccc21 (stereo not given)	14.1µM*
COc1ccc(-c2cc3nc(C)c(CCC(=O)Nc4ccc(F)cc4F)c(C)n3n2)c(OC)c1	?
O=C(c1ccc(CC2CC(=O)N(c3ccccc3)C2)nc1)N1CCCC1 (stereo not given)	8.1%
O=C(NC1CCN(c2cc(-c3ccc(F)cc3)[nH]n2)C1)c1cc2ccccc2[nH]1 (stereo not given)	-8.9%
COc1ccccc1-c1ccc(C(=O)N2C[C@@H](C)[C@@](C)(O)C2)cc1	2.9%
COC(=O)c1sccc1S(=O)(=O)N[C@H]1C[C@@H](C(=O)OC)N(C)C1	-31.6%
Cc1ccc(NC(=O)Cn2nc(-c3ccc(Cl)cc3)c3ccccc3c2=O)cc1	26.5%
Cc1cc(C(=O)N2CCCn3nc(C(=O)NCCN(C)C)cc3C2)ccc1F	-1.6%
C=CCn1cc(CN2CCOc3c(O)cc(-c4cccc(Cl)c4)cc3C2)cn1	11.2µM*
Cc1cnc(C2CCC2)n1CC1CCN(C(=O)C(C)c2ccccc2)CC1 (stereo not given)	8.91µM*
COCc1c(Br)c(C)nc2sc3c(=O)n(-c4cccc(Br)c4)nnc3c12	32.2%[activator]
CC(=O)c1ccc(N2CCN(C(=O)c3cc4n(n3)CC(c3ccc(Cl)cc3)OC4)CC2)cc1 (stereo not given)	i
O=C(CC1COCCN1)N1CCC2(CCC(=O)N(CCc3ccccc3)C2)CC1 (stereo not given)	4.1%
O=C(Nc1nc2c(F)cccc2s1)c1ccc(S(=O)(=O)N2CCCc3ccccc32)cc1	?
O=C(Cc1cccc(O)c1)N1CC(CNc2ccccc2)C2(C1)CN(c1ccccc1)C2 (stereo not given)	-17.2%[44.1 µM]
CN(C)[S+](=O)([O-])c1ccc2c(c1)OCCN(CCc1ccccc1)C2	i
O=S(=O)(NCCc1nnc2ccc(SCc3c(F)cccc3Cl)nn12)c1ccccc1	?
O=C(c1ccccc1)N1CCC[C@H]1c1nc(-c2ccccc2Cl)no1	i
CC(C)C1=NOC2(CCN([S+](=O)([O-])c3ccccc3)C2)C1 (stereo not given)	12.9%
CCOc1ccc(NC(=O)Cn2c(C)cc3nc4n(c(=O)c32)CCCC4)cc1	i
O=C(C1CC(=O)N(C2CC2)C1)N1CCN(Cc2ccncc2)CC1 (stereo not given)	-3.9%
CCCNC(=O)C1COC2(CCN(C(=O)c3ccccc3Cl)CC2)N1C(=O)c1ccc(OC)cc1 (stereo not given)	i
COc1ccccc1CC(=O)NCCn1cccc1-c1nc(-c2ccccc2)no1	8.91µM*
O=c1n(-c2ccc(C(F)(F)F)cc2)nc2n1CCN(Cc1ccccn1)C2	-19.5%
O=C(c1ccccc1OCC1CCCN(C2CCCCCC2)C1)N1CCOCC1 (stereo not given)	i
CCOC(=O)C(Cc1ccccc1)NC(=O)CCc1c(C)nc2nc(C)nn2c1C (stereo not given)	33.5%[activator]
Cc1noc(C2CC3(CCN(C(=O)Nc4ccccc4)CC3)CN2C)n1 (stereo not given)	-19.3%
COc1cccc(CNC(=O)c2c(C)oc3ccn(Cc4ccc(F)cc4)c(=O)c23)c1	?
COc1ccc(-c2nnc([C@H]3CCN(S(C)(=O)=O)C3)o2)cc1	12.7%[44.1 µM]
COCCN1C(=O)c2[nH]nc(-c3c(C)cc(C)cc3O)c2C1c1cccc(O)c1 (stereo not given)	-7.7%
COC[C@@H]1CN(C(=O)Cn2cc(C)cn2)C[C@H]1c1ccccn1	16.1%
COc1ccc(CNc2ncnc3c2CN(C2CCC2)C(=O)CN3C)cc1	?
COc1ccc(Cn2ccc3nc(C)c(C(=O)N4CCN(c5ccccc5)CC4)cc3c2=O)cc1	14.5%
Cc1nc(-c2cn(C3CCCN(C(=O)C(C)Oc4ccccc4)C3)nn2)no1 (stereo not given)	?
O=C(NCc1ccncc1)c1cn(C2CN(C(=O)C3CC3)C2)nn1	21.1%
CC(C)Cc1ccc(CN2CCN3C(=O)CNC(=O)C3C2)cc1 (stereo not given)	-5.0%
CCCc1cc(CN(C)c2nc(CCN)nc3sc(C)c(C)c23)[nH]n1	10µM*
CC(C)C(=O)N1CCC2(CCC(=O)N(Cc3ccccc3)CC2)CC1	10.5%
CC(C)n1cc(CN2CCC(C3CCN(S(C)(=O)=O)CC3)C2)cn1 (stereo not given)	5.0%
Cc1cnn(CCC(=O)N2CCC3(CC2)CN(c2ccncn2)CC3CO)c1 (stereo not given)	-18.6%
COc1cc(NC(=O)c2cc3c(N4CCCC4)nc(C)cn3n2)cc(OC)c1OC	?
CCNC(=O)c1cc(NC(=O)C(C)C)cc2nc(C)ccc12	-3.7%
CCC1=C(C(=O)OC)C(c2ccc(C)cc2C)N2C(CC(=O)NCC3CCCO3)=CSC2=N1 (stereo not given)	-19.6%
CN1C[C@@H](NS(=O)(=O)c2ccc(Cl)cc2)C[C@H]1c1nc(-c2ccncc2)no1	i
O=C1N(c2ccccn2)C[C@H]2CN(CC3CC3)CCN12	-15.3%[44.1 µM]
Cc1ccc2c(C)c(C(=O)N3CC[C@H](O)[C@@H](O)C3)oc2c1	6.5%
CCn1ncc(N2CCCC(CC(=O)NCCC3=CCCCC3)C2)cc1=O (stereo not given)	i
COc1ccc(C(=O)c2cn(Cc3cccc(C)c3)c3cc4c(cc3c2=O)OCCO4)cc1OC	7.94µM*
Nc1nc(N2CC3CCC(C2)N3CC(F)(F)F)c2[nH]cnc2n1	?

Reprinted at random: 2 entries already listed.
SMILES	Pf Dd2 inh
COc1ccc(C(=O)c2cn(Cc3cccc(C)c3)c3cc4c(cc3c2=O)OCCO4)cc1OC	7.94µM*
O=C1N(c2ccccn2)C[C@H]2CN(CC3CC3)CCN12	-15.3%[44.1 µM]

Following part
SMILES	Pf Dd2 inh
Cc1ccc(C)c(Cn2c(=O)n(CCC(=O)NCc3ccc4c(c3)OCO4)c(=O)c3sccc32)c1	51.2%[activator]
Cc1nn(CCO)cc1CN1CCC2(CC1)C(C(=O)O)CC(=O)N2C (stereo not given)	-11.0%
Fc1ccccc1N1CCN(c2ncnc3onc(-c4cccc(Cl)c4)c23)CC1	?
O=C1CN(C(=O)c2ccccc2)C(c2ccc(F)cc2)c2cc(Br)ccc2N1 (stereo not given)	?
O=C(CC1CCCCC1)Nc1cccc(-c2nnc3n2CCCC3)c1	-7.2%
CC1=C(C(=O)Nc2ccccc2C)C(c2ccc[nH]2)n2ncnc2N1 (stereo not given)	-1.1%
Cc1ccc(C(=O)COc2cccn3c(=O)c(-c4cc(C)n(-c5ccccc5)n4)c(C)nc23)cc1	?
COc1ccc2[nH]c3c(c2c1)CCN(C)C31CCN(C(=O)C2CCCC2)CC1	i
COc1ccc(-c2nc(CN3CCC(C(=O)NCc4ccc(C)cc4)CC3)c(C)o2)cc1OC	20.3%
O=C1NC(=NC2CCCCC2)C2(CCCN(Cc3ccccc3)C2)N1c1cc(F)cc(F)c1 (stereo not given)	7.08µM*
Cc1ccccc1NS(=O)(=O)c1nnc(NC(=O)c2ccc(Cl)cc2)s1	-3.4%
CC(C)N1CCC(F)(c2nc(-c3ccccc3)no2)CC1	?
Cc1ccc(CCNC(=O)c2ccc(CS(=O)(=O)Cc3ccccc3F)o2)cc1	1.8%
Nc1nc(N)c(S(=O)(=O)c2ccccc2)c(Nc2ccc(F)cc2)n1	i
CCCCN(CCCNC(=O)c1cc(Nc2ccc(OC)cc2OC)nc2ccccc12)Cc1ccccc1	?
O=C(c1ccc2ncccc2c1)N1CCc2c(nc3cc[nH]n3c2=O)C1	?
COC1CCN(C(=O)c2cccc(S(=O)(=O)N3CCC(C#N)CC3)c2)C1 (stereo not given)	2.9%
CCCN(C)c1nccnc1OC1CCN(C(=O)c2ccc(OC)nc2OC)C1 (stereo not given)	?
CC(C)C(NS(=O)(=O)c1ccc2c(c1)oc(=O)n2C)C(=O)N1CCN(c2cccc(Cl)c2)CC1 (stereo not given)	-17.5%
CC(=O)N1C[C@@H]2CCCN3CCC[C@@H]([C@H]23)[C@H]1CCCC(=O)NCCCN1CCCC1=O	38.3%[activator]
CC1Oc2ccc(NC(=O)c3ccc(F)cc3)cc2CN(Cc2ccccc2Cl)C1=O (stereo not given)	-8.5%
COC(C(=O)N1CC(=O)N(Cc2cccnc2)CC(OCc2ccccc2)C1)c1ccccc1 (stereo not given)	-5.6%
CC1=C[C@@H](CNC(=O)C2CC2)[C@H](C(C)C)C[C@H]1Cc1nc2ccncc2[nH]1	-18.6%[44.1 µM]
CCCCCn1c(CCNC(=O)c2cccc(C)c2)nc2ccccc21	?
COc1ccc(CC(=O)N2CC[C@@H](CC(=O)O)[C@@H](CCN3CCN(c4ccccn4)CC3)C2)cc1	-26.3%
O=C(NC1CCCN(c2cc(-c3ccccc3)[nH]n2)C1)c1ccc(C(F)(F)F)cc1 (stereo not given)	i
COc1ccc(C(=O)N2CCC[C@H](n3c(=O)n(CC4CC4)c4cccnc43)C2)cc1F	12.6µM*
C#CCNC(=O)[C@@H]1CCCN1[C@@H](C(=O)NC)c1ccccc1	25.1%[44.1 µM]
Cc1ccc(NC(=O)CC2CCCN(c3cn[nH]c(=O)c3)C2)cc1F (stereo not given)	-5.3%
Cn1nccc1C(=O)N1CC(CNC(=O)c2ccccc2)C2(C1)CN(c1ccccc1)C2 (stereo not given)	12.6µM*
Cc1cc2c(cc1S(=O)(=O)N1CCC(C(N)=O)CC1)OCC(=O)N2	18.7%
Cc1ccc(NC(=O)c2ccc(N(Cc3ccccc3)S(C)(=O)=O)cc2)cc1	6.31µM*
Fc1ccc(C2Cn3nnc(-c4nc(-c5ccc(C(F)(F)F)cc5)no4)c3CO2)cc1 (stereo not given)	-9.5%
O=C1C(O)C2(CCCCC2)N1C1CCN(Cc2ccncc2F)CC1 (stereo not given)	-14.4%
Cc1cccc(C)c1NC(=O)Cn1cc(C(=O)C2CC2)c2ccccc21	?
O=[S+]([O-])(c1ccncc1)c1nnn2c1nc(NCc1ccc(F)cc1)c1ccccc12	-3.6%
COC(=O)c1ccccc1NC(=O)CCn1c(=O)c2cccn2c2cccnc21	8.1%
Cc1ccc(Cl)cc1NC(=O)Nc1cn(CC(C)C)c(=O)c2ccccc12	11.1%
O=C1NCCCCCN(Cc2cccnc2)[C@@H]2CN(C(=O)NC3CCCCC3)CC[C@@H]12	?
COC(=O)C1=CN(CC(=O)Nc2cccc(C)c2C)S(=O)(=O)N=C1C	42.3%[activator]
CNC(=O)c1cccc2c(C)nnn12	-0.7%[44.1 µM]
CCOc1cccn2c(=O)c(-c3cc(C)n(-c4ccccc4C)n3)c(C)nc12	i
O=C(NC1CC(=O)N(c2ccc(Cl)cc2)C1)C1CCCC1 (stereo not given)	1.0%
COCCNC(=O)c1ccc2c(c1)N(Cc1cc(C)ccc1C)C(=O)c1ccccc1S2=O (stereo not given)	i
CCn1nccc1C(=O)N1CCC(F)(c2nc(-c3ccncc3)no2)CC1	7.0%
COC(=O)C1=C(C)N=C2SC=C(CC(=O)N3CCCC3)N2C1c1cccc(OC)c1OC (stereo not given)	?
COc1ccc(NC(=O)CSc2cc(-c3ccccc3)nc(C)n2)cc1	20.0%
CC(C)c1nc2n(n1)C1(CCCCC1)[C@@H]1CCCC[C@@H]1N2	?
O=C(NCc1ccccc1Cl)C1CCCN(S(=O)(=O)c2cccc3nsnc23)C1 (stereo not given)	-19.8%
CCc1ccccc1NC(=O)Cn1c(SCc2ccc(F)cc2)nc2ccncc21	11.1%

Entries shown so far that contain bromine (2):
SMILES	Pf Dd2 inh
COCc1c(Br)c(C)nc2sc3c(=O)n(-c4cccc(Br)c4)nnc3c12	32.2%[activator]
O=C1CN(C(=O)c2ccccc2)C(c2ccc(F)cc2)c2cc(Br)ccc2N1 (stereo not given)	?

Next entries:
SMILES	Pf Dd2 inh
CC(C)(C)c1ccc(S(=O)(=O)N2CCN(C(=O)c3cc(-c4ccc(Br)cc4)n[nH]3)CC2)cc1	?
Cc1cnn(CCC(=O)N[C@@H]2CN(Cc3ccccn3)C[C@H]2CN(C)C)c1	29.1%
Cc1ccc(CN2CCC(c3nn(Cc4ccccc4)c(=O)[nH]3)CC2)cc1	?
COc1ccc(-c2nc(Cn3c(-c4ccc(Cl)cc4)nc(C)c(CCO)c3=O)c(C)o2)cc1	i
CCOc1ccc(C(=O)N2CCc3cc(OC)c(OC)cc3C2COc2ccc3c(C)cc(=O)oc3c2)cc1OCC (stereo not given)	3.16µM*
COc1ccc(C)cc1NC(=O)Cn1c(=O)ccc2cc(S(=O)(=O)N3CCC(C)CC3)ccc21	?
CC(C)n1ccc2c(NC(=O)C[C@H]3NC(=O)c4ccccc4NC3=O)cccc21	?
Cc1ccc(C(=O)N2CCc3nc(-c4ccccc4)nc(-c4ccc(Cl)cc4)c3C2)cc1	10µM*

Some values from the results shown:
Cc1ccc(C(=O)N2CCc3nc(-c4ccccc4)nc(-c4ccc(Cl)cc4)c3C2)cc1 in Pf Dd2 inh shows 10µM*
Cc1cnn(CCC(=O)N[C@@H]2CN(Cc3ccccn3)C[C@H]2CN(C)C)c1 in Pf Dd2 inh shows 29.1%

Screening results deposited in PubChem by National Center for Advancing Translational Sciences (NCATS).

The list is partial. The share of hits here may be higher or lower than overall.
